FBPA coupling cs = counter-screen for Giardia aldolase inhibitors: coupling enzyme system. coupling enzyme system counterscreen, AmpLite Red fluorescence. 290,000 compounds, 0.67% hits. activity change, negative = inhibition, % at 58.2 µM, hits read low. AID 2472; in the data active = activity change below about -30%; note: % is set by controls: 0 for no effect and ±100 for the full control effect
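Coupling enzymes only (glyceraldehyde-3-phosphate) + compound, at 57.5 uM final, 10 min RT; add substrate/coupling/AmpLite Red mix, 20 min RT; fluorescence ex 525/em 598 nm. Actives flag coupling-system interference.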
GALK inh = inhibitors of human galactokinase; Potency, µM (top dose mostly 57.5 µM), without a hit: at the highest dose activity change, negative = inhibition, hits mostly inhibitors; P51570; 270,000 compounds, 0.007% hits; AID 1868; Purified GALK, Kinase-Glo residual ATP luminescence; note: potency is the fitted concentration of half-maximal effect; % is set by controls: 0 for no effect and ±100 for the full control effect
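The enzyme phosphorylates galactose (100 uM) using ATP (35 uM); inhibition is detected as higher residual ATP, quantified by bioluminescence after 1 h reaction at room temperature, pH 8.0.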
ASM inhibitor = inhibitors of human secretory acid sphingomyelinase | P17405 | placental ASM, HMU-PC fluorogenic substrate, 60 min | Potency, µM (doses to about 57.5 µM), inactives show at the highest dose activity change, negative = inhibition, most hits filed as inhibitors | 340,000 compounds, 0.006% hits | AID 504937; note: potency is the fitted concentration of half-maximal effect
Target sequence (P17405 47-631 limits assumed): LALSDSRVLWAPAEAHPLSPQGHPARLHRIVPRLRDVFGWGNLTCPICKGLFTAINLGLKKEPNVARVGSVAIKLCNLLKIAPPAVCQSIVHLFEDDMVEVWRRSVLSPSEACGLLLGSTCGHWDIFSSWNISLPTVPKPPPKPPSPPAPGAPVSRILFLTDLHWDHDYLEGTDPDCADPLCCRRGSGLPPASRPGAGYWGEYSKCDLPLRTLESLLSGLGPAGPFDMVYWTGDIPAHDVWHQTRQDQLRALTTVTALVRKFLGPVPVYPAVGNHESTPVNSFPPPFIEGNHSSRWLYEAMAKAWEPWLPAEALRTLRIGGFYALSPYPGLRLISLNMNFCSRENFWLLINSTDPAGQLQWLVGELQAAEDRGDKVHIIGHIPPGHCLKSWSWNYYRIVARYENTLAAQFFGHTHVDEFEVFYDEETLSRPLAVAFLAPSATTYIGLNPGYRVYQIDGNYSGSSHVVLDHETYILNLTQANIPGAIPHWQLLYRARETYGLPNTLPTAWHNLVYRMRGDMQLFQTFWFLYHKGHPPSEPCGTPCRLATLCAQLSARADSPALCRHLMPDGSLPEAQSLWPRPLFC
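Fluorogenic HMU-PC substrate (9 uM final) is turned over by placental ASM in 60 min at 37 C after a 10 min compound preincubation. Reaction ended by alkaline stop (pH 10), with fluorescence read at 386/447 nm.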
TRPV1 agonist = agonists of human vanilloid receptor 1 (TRPV1); 320,000 compounds, 0.19% hits; TRPV1-expressing cells, Fluo-8 calcium influx, agonist mode; Q8NER1; activation, % at 8.33 µM; in the data active = activation above about 80%; inconclusive = between about 30% and that limit; note: 0% is about no effect
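Fluo-8 calcium influx in TRPV1-expressing cells, kinetic read (ex 480/em 520 nm). Compound added and read 3 min for agonist activity, followed by capsaicin at EC20 final and 2 min further read for enhancement.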
A-T KAP1 phos = potential ataxia-telangiectasia treatment; […] A-T fibroblasts, KAP-1 phosphorylation AlphaLISA; neocarzinostatin DNA damage 30 min before lysis; Potency, µM (highest dose often 57.5 µM), inactives show top-dose activation, actives largely listed as activators; 320,000 compounds, 0.19% hits; AID 485349; note: potency is the fitted concentration of half-maximal effect; % of control where 0% means no effect; nearly all actives have a fitted effect of over 45% in size
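hTERT-immortalized A-T patient fibroblasts ([…]), 500 cells/well in OPTI-MEM, 1% FBS, got compounds for 60 min, then NCS for 30 min at 37C. Lysates were then assayed for phospho-KAP-1 by AlphaLISA (anti-pKAP1 donor, anti-KAP1 acceptor beads), 6 hr at 25C.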
CXXC DNA block = blocks binding of human MLL CXXC domain to DNA; Q03164; MLL-CXXC / FITC-HOXA9 DNA fluorescence polarization; Potency, µM (series often up to 115 µM), for the others: top-dose activity change, negative = inhibition, actives largely listed as inhibitors; 290,000 compounds, 0.037% hits; AID 2662; active = well fitted inhibition curve with a large enough effect in the polarisation, with a control signal flat, not every such curve was filed as active; inconclusive = small, poorly fitted or top-dose-only effect, or effect the other way, or a change in a side signal; inactive = no such curve, though single readings can be large or run the other way; the % refers to the polarisation; note: potency is the fitted concentration of half-maximal effect
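Steps: dispense CXXC domain solution (7 uM) → pin compounds or unlabeled HOX-A9 DNA control → 5 min ambient → add FLSN-HOX-A9 solution (50 nM) → spin → 30 min ambient → fluorescence polarization. Tris pH 7.5/NaCl/DTT/BSA buffer.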
MBNL1-CUG inh = inhibitors of human MBNL1 binding to CUG repeat RNA | AID 2675 | Q9NR56 | TR-FRET MBNL1-His/biotin-(CUG)12 binding, 665/545 ratio | 280,000 compounds, 0.036% hits | Potency, µM (doses to about 57.5 µM), without a hit: at the highest dose activity change, negative = inhibition, most hits filed as inhibitors; active = well fitted inhibition curve with a large enough effect in the signal ratio, with a control signal flat, not every such curve was filed as active; inconclusive = small, poorly fitted or top-dose-only effect, or effect the other way, or a change in a side signal; inactive = no such curve, though single readings can be large or run the other way; the % refers to the signal ratio; note: potency is the fitted concentration of half-maximal effect; % is set by controls: 0 for no effect and ±100 for the full control effect
Target sequence (Q9NR56 whole entry, looked up): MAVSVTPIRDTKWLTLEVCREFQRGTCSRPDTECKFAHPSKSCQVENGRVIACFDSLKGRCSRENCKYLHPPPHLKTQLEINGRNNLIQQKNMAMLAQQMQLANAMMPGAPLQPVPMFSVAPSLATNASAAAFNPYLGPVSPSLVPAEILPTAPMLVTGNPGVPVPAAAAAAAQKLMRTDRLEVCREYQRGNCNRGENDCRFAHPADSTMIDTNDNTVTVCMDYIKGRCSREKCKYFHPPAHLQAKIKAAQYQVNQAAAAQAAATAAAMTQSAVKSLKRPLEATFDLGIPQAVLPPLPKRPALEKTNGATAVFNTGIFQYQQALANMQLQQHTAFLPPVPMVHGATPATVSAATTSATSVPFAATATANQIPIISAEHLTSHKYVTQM
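Inhibition of protein-RNA binding appears as loss of TR-FRET between terbium anti-His antibody on MBNL1-His and streptavidin-XL665 on biotin-(CUG)12. Activity is normalized to buffer-only and uninhibited-complex controls.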
a7 integrin act = activators of alpha7 integrin expression for muscular dystrophy | alpha7betagal myoblasts, beta-gal FDG fluorescence, 48 h | Potency, µM (doses to about 38.3 µM), inactives show top-dose activation, most hits filed as activators | 350,000 compounds, 0.064% hits | AID 624291;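 note: potency is the fitted concentration of half-maximal effect; 100% = response of the positive control SU9516; nearly all actives have a fitted effect of over 60% in size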
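Alpha7betagal+/- myoblasts (passage 13) were plated 16-24 hr, then exposed to compounds (1:260 dilution of DMSO stock) for 48 hours at 37C. After MPER lysis, β-galactosidase reporter activity was read as FDG fluorescence (ex 480/em 540) after 30 minutes.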
KCNH2 3.1 inh = blocks the human KCNH2 3.1 channel isoform. U2OS KCNH2 3.1, thallium flux FluxOr; active compounds read low. activity change, % (tested at about 1.8 µM). 340,000 compounds, 0.95% hits. AID 720553;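 active = maximum activity change below -70%; inconclusive = maximum activity change from -70% to -50%; inactive = maximum activity change above -50%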;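 note: thallium influx rate constant from kinetic fluorescence after stimulation buffer; % is set by controls: 0 for no effect and ±100 for the full control effect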
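Virally transduced U2OS (3.1 isoform, 4 h infection in dark at RT) → overnight 37 C → FluxOr + Red40 in HBSS/HEPES, 45 min → stimulation buffer, 2 min kinetic read → rate constant vs DMSO controls.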
KCNH2 WT inh = inhibitors of human wildtype KCNH2 potassium channel; activity change, % at 1.84 µM; AID 720551; 340,000 compounds, 0.37% hits; U2OS, BacMam KCNH2, thallium flux FluxOr; active compounds read low; Q12809;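 active = maximum activity change below -70%; inconclusive = maximum activity change between -70% and -50%; inactive = maximum activity change above -50%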; note: % is set by controls: 0 for no effect and ±100 for the full control effect
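U2OS cells were transduced with wild-type KCNH2 virus (2.03 x 10^8 / mL) for 4 h at room temperature, then cultured overnight at 37 C. Thallium flux was read with FluxOr dye. Rate constants were normalized to DMSO controls.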
* marks the source's active call; other numbers are inactive results; i = inactive; ? = inconclusive; · = not tested or not shown; [ ] = remark or other dose. Unless noted, calls come from the whole dose curve; as a rule, active = well fitted curve in the direction sought with a large enough effect; inconclusive = small, poorly fitted or top-dose-only effect, or another doubt; inactive = no such curve, though single readings can be large; an effect the other way counts as inactive or inconclusive.

SMILES	FBPA coupling cs	GALK inh	ASM inhibitor	TRPV1 agonist	A-T KAP1 phos	CXXC DNA block	MBNL1-CUG inh	a7 integrin act	KCNH2 3.1 inh	KCNH2 WT inh
CCOc1ccc(CCNC(=O)COC(=O)/C=C/c2ccc(C)o2)cc1OCC	·	-2.0%	-0.8%	2.2	1.4%	-9.3%	?	-40.1%	13.5	-8.5
O=C(Nc1cccc2c1C(=O)NC2=O)c1cccnc1Cl	-1.1	2.1%	2.4%	-2.4	1.3%	3.8%	·	3.2%	-13.8	0.3
CC(=O)c1sc(NS(=O)(=O)c2ccc(C)cc2)nc1-c1ccccc1	16.5	11.6%	-3.3%	-1.5	0.4%	12.5%	?	22.2%	2.1	-9.8
O=C(CN(C1CCCCC1)S(=O)(=O)c1ccccc1)N1CCCC1	2.4	2.2%	-0.9%	-6.0	-2.2%	8.9%	-2.2%	-19.1%	-13.6	-9.9
CSCCC1NC(=O)N(CC(=O)Nc2ccc(-c3ccccc3)cc2)C1=O (configuration not stated)	1.3	-0.7%	-1.5%	15.9	-2.9%	0.9%	·	5.7%	3.4	9.2
CC(=O)Nc1ccc(S(=O)(=O)Nc2cc(Cl)ccc2N2CCOCC2)cc1	·	·	-3.5%	·	0.7%	·	·	18.8%	9.6	-13.6
CC(C)CN1CN(Cc2ccco2)CNC1=S	3.1	-0.9%	4.7%	-0.7	-6.4%	-3.1%	-1.6%	-16.8%	3.0	-4.5
Cc1cc(N/N=C/c2ccccc2)nc(N2CCOCC2)n1	-0.5	0.8%	2.4%	85.5*	9.5%	-2.4%	-2.5%	-5.4%	-6.1	0.0
O=C(N/N=C/c1c(F)c(F)c(F)c(F)c1F)c1cccc(S(=O)(=O)N2CCOCC2)c1	-1.8	-1.9%	-4.7%	1.3	-9.8%	1.0%	-1.5%	-8.1%	-2.7	27.0
O=C(Nc1ccc(Cl)cc1)Nn1cnc2ccccc2c1=O	0.8	-0.7%	-0.1%	-0.7	-0.9%	-0.9%	-9.8%	-10.3%	-13.0	-4.7
CCN(C(=O)COC(=O)c1oc2ccccc2c1C)c1c(N)n(Cc2ccccc2)c(=O)[nH]c1=O	·	·	3.3%	1.0	0.1%	·	·	-22.6%	0.4	-4.6
CCCNC(=S)NCc1ccc(Cl)cc1	6.0	0.3%	4.3%	?	-3.8%	4.5%	-8.8%	-27.0%	15.3	1.3
CCCCCC1NC(=O)NC1CCCCCC(=O)O (configuration not stated)	-1.9	0.1%	4.9%	·	17.5%	0.8%	-16.6%	14.3%	-5.8	7.3
C[C@H](CO)N1C[C@H](C)[C@@H](CN(C)S(=O)(=O)c2ccc(F)cc2)Oc2ccc(NS(=O)(=O)c3ccc(F)cc3)cc2C1=O	·	·	1.8%	·	5.8%	·	·	17.3%	16.1	-13.6
O=C(COc1ccc(N2C(=O)c3ccccc3C2=O)cc1)c1ccccc1	-5.4	-3.8%	2.0%	1.5	5.9%	-2.9%	-1.1%	-9.5%	25.6	1.1
Cc1ccc(C(c2sc3nc(C)nn3c2O)N2CCN(C(=O)c3ccco3)CC2)cc1 (configuration not stated)	1.2	-2.5%	-0.3%	1.2	1.1%	-7.4%	6.4%	4.8%	12.0	11.4
CC(C)(C)c1ccc(C(=O)Nc2c3c(nn2C(C)(C)C)CS(=O)(=O)C3)cc1	·	6.3%	-0.4%	0.9	0.1%	14.4%	1.5%	9.8%	-12.0	13.3
Cc1ccc(Cl)cc1N1C(=O)CC(C)(C)CC1=O	0.5	·	1.5%	-2.9	7.4%	11.7%	2.0%	-14.0%	24.8	-7.5
COc1ccc(CC(=O)NC2CC(C)(C)NC(C)(C)C2)cc1	0.1	-1.3%	-2.7%	0.5	·	24.7%	11.2%	11.0%	4.9	-18.8
Cc1ccc(S(=O)(=O)c2nc(-c3ccc(F)cc3)oc2N2CCOCC2)cc1	0.1	-1.2%	-4.2%	9.6	3.4%	3.6%	-9.3%	2.2%	-12.3	1.1
Cc1c(C(=O)N2CCCC2)oc2c1-c1nn(CC(=O)NCCCN3CCCCC3)cc1CC2	·	4.9%	-1.4%	?	35.8%	7.6%	7.5%	-9.4%	-28.2	16.9
COc1ccc(S(=O)(=O)Nc2cc(Cl)ccc2OC)cc1	2.1	0.0%	-0.8%	-3.1	4.0%	7.6%	-1.3%	-11.5%	-0.7	1.9
OCC(O)C1OC(c2ccco2)OC(CO)C1O (configuration not stated)	·	·	-0.1%	·	·	·	·	-2.0%	-33.4	1.6
CCOc1ccc(-c2nn3c(-c4ccc(OC)cc4)nnc3s2)cc1	4.2	3.0%	·	6.6	9.9%	2.9%	6.7%	·	·	·
CCOc1ccccc1OCC(=O)NCCc1ccc(S(N)(=O)=O)cc1	0.2	8.6%	5.5%	-0.6	3.1%	6.6%	-2.8%	?	15.0	5.5
NC(CSCc1cccc(Br)c1)C(=O)O (configuration not stated)	0.2	10.4%	4.5%	4.7	3.8%	-4.6%	·	-12.8%	-4.8	4.0
COC(=O)C1=CN(CCCN2CCCC2=O)C=C(C(=O)OC)C1c1cccs1	-7.5	-1.8%	·	0.2	1.8%	-13.3%	30.6%[activator]	6.3%	-10.4	5.6
O=C(NCCO)/C(=C/c1cccc([N+](=O)[O-])c1)NC(=O)c1ccco1	1.6	0.2%	0.6%	-0.8	1.8%	16.3%	·	-22.7%	-15.3	-2.7
Cc1sc2nc(SCC(=O)NCc3cccs3)[nH]c(=O)c2c1C	1.4	3.0%	3.7%	-3.4	-0.4%	1.7%	-4.9%	11.2%	0.1	-4.8
Clc1ccc(C[n+]2csc3ccccc32)cc1	-1.3	·	-4.6%	4.0	-6.2%	3.5%	-5.3%[11.5 µM]	-53.1%[inhibitor]	11.0	-4.8
Nc1nc(SCC(=O)NCCCN2CCOCC2)nc2sc3c(c12)CCC3	0.7	-1.2%	0.5%	1.5	6.7%	-1.9%	-16.9%	-9.9%	?	19.0
CC[C@]12c3[nH]c4cc(CCC(=O)N(C)C)ccc4c3CCN1C(=O)[C@@H](CC(=O)NCc1ccco1)C[C@@H]2C(=O)N1CCN(C(=O)C2CC2)CC1	·	·	0.5%	·	4.5%	·	·	1.6%	0.8	-8.3
CCOc1ccc2nc(SCC(=O)N3CCN(C(=O)c4ccco4)CC3)sc2c1	1.3	-4.5%	-1.2%	-0.7	0.3%	10.8%	-8.4%	11.4%	14.4	8.6
Cc1ccc(C)c(N2CCN(C(=O)CCc3nc(-c4ccccc4Cl)no3)CC2)c1	·	·	-6.5%	·	-19.6%	·	·	2.8%	-0.9	-7.2
CC1CCCC(C)N1C(=O)COC(=O)COc1ccccc1C#N (configuration not stated)	·	·	7.3%	0.1	-14.3%	·	·	0.0%	-0.2	-0.3
O=c1[nH]cnc2c1nnn2Cc1ccccc1	0.6	2.1%	3.0%	-1.6	-4.4%	8.4%	-7.8%	0.9%	-3.2	0.8
CCC(C)[C@H](NC(=O)N1CCn2c1nc1ccccc12)C(=O)NCc1ccc(OC)cc1 (some centres not stated)	·	-5.8%	-10.2%	20.6	32.2%	0.1%	-2.5%	-8.7%	7.9	-2.1
CCOC(=O)C1(C(=O)OCC)CC1c1ccccc1 (configuration not stated)	0.0	0.3%	2.4%	9.6	1.1%	7.3%	-3.2%	5.9%	-8.2	-2.3
CCO[C@@H]1OC(C(=O)O)=C[C@H](c2csc3ccccc23)[C@H]1CCCO	4.4	-2.9%	5.3%	-3.3	-17.3%	8.4%	-6.3%	?	-0.3	-9.2
O=C(O)c1cc(S(=O)(=O)Nc2ccc(OCc3ccccc3)cc2)ccc1Br	11.5	16.2%	-6.1%	0.6	-4.8%	-1.4%	-8.4%	?	5.2	-7.9
NS(=O)(=O)c1ccc(N2N=C(c3ccccc3)CC2c2ccccc2Cl)cc1 (configuration not stated)	·	·	i	·	33.1%	·	·	-24.7%	-16.0	11.8
CCOc1ccc(NC(=O)CC(Cc2ccc(Cl)cc2)C(=O)O)cc1 (configuration not stated)	8.7	0.4%	7.0%	2.1	-4.6%	5.2%	-7.1%	11.3%	4.0	-5.5
Cc1nc(N2CCN(C(=O)c3ccco3)CC2)c2c3c(sc2n1)CC(C)CC3 (configuration not stated)	4.0	9.1%	2.0%	?	-0.2%	11.2%	-1.4%	-60.5%[inhibitor]	-32.1	·

Screening data (PubChem)

An unsorted share of the library; about 2% have a hit in one of these screens.
